Wnt bcat act: Wnt/beta-catenin pathway activators, primary screen, cell-based, plate reader, single point; Wnt/beta-catenin reporter cell assay, activator; 1.2% of 300,000 active; AID 743398, 2014; activation, % at 9.35 µM; in the data active = activation above about 30%, passing the limit was not always enough; inconclusive = no clear call, values can overlap the other calls;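 also: 0% = neutral control wells and 100% = positive control wells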
Rtt109 HAT inh: inhibitors of C. albicans Rtt109/Vps75 HAT, primary screen, biochemical, ThioGlo CoA-SH fluorescence, plate reader; inhibition, % at 34.9 µM; 0.16% of 330,000 active; purified Rtt109/Vps75, 4 h;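 active = inhibition of at least 50% in every replicate; inconclusive = best replicate reaches 50% inhibition but some replicates fall short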
Target sequence (Q5AAJ8 whole entry, looked up): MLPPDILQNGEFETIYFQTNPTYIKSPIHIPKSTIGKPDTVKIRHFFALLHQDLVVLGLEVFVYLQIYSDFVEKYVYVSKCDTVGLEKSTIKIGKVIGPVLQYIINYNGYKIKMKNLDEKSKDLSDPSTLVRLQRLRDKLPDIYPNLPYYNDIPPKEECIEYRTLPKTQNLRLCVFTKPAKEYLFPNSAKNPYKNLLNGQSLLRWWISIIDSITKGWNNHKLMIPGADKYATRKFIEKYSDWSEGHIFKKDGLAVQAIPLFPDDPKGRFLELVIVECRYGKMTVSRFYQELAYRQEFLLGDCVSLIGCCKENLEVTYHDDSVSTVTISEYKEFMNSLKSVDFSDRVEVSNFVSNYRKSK
CAL PDZ FP-1: CAL PDZ peptide-binding inhibitors, primary screen, biochemical, fluorescence polarization, Cer-tagged CAL PDZ, HTS | Golgi-associated PDZ and coiled-coil motif-containing protein (Homo sapiens), Q9HD26 | purified CAL PDZ, TMR-peptide fluorescence polarization, 1 h | inhibition, % at 20 µM | 0.02% of 330,000 active | AID 504414, 2011;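 active = highest replicate inhibition of at least 40%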;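 also: plate controls were DMSO neutral control wells for no effect and unlabeled competitor peptide control wells for full effect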
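Test system: purified CerCALP PDZ construct; Compound dosing: one concentration, 20 µM compound; Also added: TMR-labelled reporter peptide T*-PRC34 bound in PDZ groove; Read-out: inhibition from polarization loss; Controls: unlabelled peptide and DMSO controls; Signal: FP readout, S and P plane fluorescence; Incubation: 1 h at RT.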
MITF TRPM1 HTS: activators of MITF-driven TRPM1 promoter reporter, primary screen, cell-based, SK-MEL-5, luciferase, single point. 0.75% of 300,000 active. activation, % at 12.5 µM. SK-MEL-5 TRPM1-promoter luciferase, 24 h; % of positive control, neutral wells = 0;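 active = mean activation of at least 80% with every replicate also reaching 80%; inconclusive = mean reaches 80% but some replicate falls short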;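 also: 0% = neutral control wells and 100% = parthenolide positive control wells; values of inactives mirror those of a sister screen read the other way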
dFosB act: activators of delta FosB homodimer, primary screen, biochemical, fluorescence polarization, TAMRA-CDK5 oligo, single point; Protein FosB (Mus musculus), P13346; purified delta FosB; percent of positive-control signal above neutral wells; activation, % at 25 µM; 0.99% of 340,000 active; AID 493131, 2011;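 active = mean activation above about 17%, with every replicate also reaching it, limit read from the data, passing the limit was not always enough; inconclusive = only one of the two conditions met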;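 also: fluorescence polarization rise as delta FosB binds a TAMRA Cdk5 AP-1 oligo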
Target sequence (P13346 whole entry, looked up): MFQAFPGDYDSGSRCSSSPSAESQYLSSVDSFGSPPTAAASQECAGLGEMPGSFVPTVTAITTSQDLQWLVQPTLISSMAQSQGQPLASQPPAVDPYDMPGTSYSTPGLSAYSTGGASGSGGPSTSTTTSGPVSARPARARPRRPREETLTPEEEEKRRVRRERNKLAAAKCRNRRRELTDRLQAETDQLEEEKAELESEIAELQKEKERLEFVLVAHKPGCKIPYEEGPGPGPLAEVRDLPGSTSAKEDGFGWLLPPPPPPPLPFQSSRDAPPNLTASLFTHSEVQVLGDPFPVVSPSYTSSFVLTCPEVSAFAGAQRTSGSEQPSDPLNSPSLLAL
RTF Ca sens act: cardiac RTF calcium sensitivity activators, primary screen, biochemical, IANBD-TnC fluorescence, EC20 calcium; 0.24% of 340,000 active; IANBD-labeled TnC RTF fluorescence at EC20 calcium; 0% EC20 calcium, 100% full calcium; Troponin I, cardiac muscle (Homo sapiens) + Troponin T, cardiac muscle (Homo sapiens) + …; AID 493008, 2010; activation, % at 7.2 µM;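 active = activation above the mean over all tested compounds plus 3 SD, cut at about 30% in these data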;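 also: rise in fluorescence read as greater calcium sensitivity of cardiac thin filaments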
CAL PDZ FP-2: untagged CAL PDZ binding inhibitors, primary screen, biochemical, fluorescence polarization, HTS; purified CAL PDZ, TMR-peptide fluorescence polarization, 1 h; inhibition, % at 24.9 µM; AID 602252, 2012; 0.92% of 300,000 active;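 active = mean inhibition of at least 30% with at least half of replicates also reaching 30%; inconclusive = no clear call, values can overlap the other calls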;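 also: 0% = DMSO neutral control and 100% = excess unlabeled competitor peptide PRC23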
Tat export inh: E. coli Tat export inhibitors, primary screen, MC4100, TorA-mCherry reporter, fluorescence, single point. inhibition, % at 10 µM. 0.036% of 340,000 active. AID 488895, 2010;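 active = mean replicate inhibition at least 50% and at least half of replicates individually reaching 50%; inconclusive = only one of the two criteria met; inactive = neither criterion met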;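 also: exported cargo escapes ClpAP degradation while cytoplasmic cargo is degraded and loses fluorescence; 0% = median of neutral control wells and 100% = median of NaSCN control wells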
CDK5 p35 inh: inhibitors of human CDK5/p35 kinase, primary screen, biochemical, single concentration. Cyclin-dependent kinase 5 (Homo sapiens) + Cyclin-dependent kinase 5 activator 1 (Homo …. 0.01% of 330,000 active. inhibition, % at 10 µM. Recombinant CDK5/p35, ADP-Glo luminescence, 60 min;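 active = highest replicate inhibition of at least 50% and at least 75% of replicates reaching 50%; inconclusive = only one of the two criteria met; inactive = both criteria failed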;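 also: plate controls were DMSO neutral control for no effect and GW8510 at 10 µM for full effect; many of its hits are not listed in these tables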
V-ATPase pHluor: regulators of yeast V-ATPase proton pumping, primary screen, pHLuorin cytosolic pH fluorescence. S. cerevisiae. 0.37% of 350,000 active. response, % at 10 µM. AID 504577, 2011; in the data active = response mostly above about 7.3%, no sharp cut-off; inactive = mostly below about 5.4%; also: actives read high; inactives centre near 0; some compounds called inactive have numbers as strong as hits
* marks the source's active call; other numbers are inactive results; ? = inconclusive; · = not tested or not shown.

V-ATPase pHluor,CDK5 p35 inh,RTF Ca sens act,CAL PDZ FP-2,dFosB act,Tat export inh,MITF TRPM1 HTS,canonical_smiles,Wnt bcat act,CAL PDZ FP-1,Rtt109 HAT inh
1,-0.8,-4,-3,2,-12,3,O=C(NC(=O)c1ccccc1)Nc1ccccc1,36*,0.0,-4
4,-0.5,-2,3,-4,-3,16,O=C(Nc1cnn(Cc2ccc(Cl)cc2)c1)C1CCCC1,·,-0.7,2
-59,-0.8,-5,1,-7,-3,·,Cc1nn(-c2ccc(Cl)cc2)c2sc(C(=O)c3c(N)n(C)c(=O)n(C)c3=O)cc12,·,-0.9,-10
0,2.8,-8,-3,14,9,-15,CCOc1ccc2c(c1)sc(N)[n+]2Cc1cc(C)cc2cccnc12,-6,-1.6,0
2,0.5,-3,5,1,5,9,O=C(C1CCC1)N1CCN(c2ccc(Cl)cc2)CC1,5,2.7,4
0,1.0,-2,2,-1,2,8,Cc1nc(N)nc(C)c1Cc1ccccc1,-4,-1.6,10
4,-0.4,3,-1,1,5,-9,C/C(=C/c1ccccc1)C(=O)N1CC(C)OC(C)C1 (stereo unspecified),-1,-1.2,·
-1,0.1,8,-3,-1,-6,3,O=C(COC(=O)c1ccc[nH]c1=O)NCCc1ccc(F)cc1,-2,-0.3,-1
1,-1.1,-3,-2,-3,6,5,COc1ccccc1OCCCOc1c(C)cc(C)cc1Br,·,-1.2,-1
1,-0.5,-4,·,3,-3,·,Cc1cc(=O)[nH]c2c1c(-c1ccccc1)nn2C,3,-0.2,3
0,2.1,-3,-2,-2,0,-6,O=C(COc1ccccc1[N+](=O)[O-])c1ccccc1,-6,1.0,0
-2,3.8,14,-1,-13,5,-2,Cc1cc(S(=O)(=O)N2CCCC(N3CCOCC3)C2)c(C)cc1Cl (stereo unspecified),0,-0.1,-10
2,0.9,-7,2,-9,1,·,Cc1ccc(S(=O)(=O)N2CCSC2c2ccco2)cc1 (stereo unspecified),-2,-1.7,-6
2,0.4,0,-5,9,-2,1,O=C(COC(=O)C1=Cc2ccccc2OC1)NCc1ccccc1,1,-2.0,-9
1,1.6,-2,-3,4,3,?,Cc1ccn2cc(-c3cccc(NS(C)(=O)=O)c3)nc2c1,17,-2.3,13
0,1.5,0,-2,-8,1,7,Cc1cnc(NC(=O)Cc2ccccc2Cl)s1,-3,-1.5,-7
2,1.8,4,-1,-9,5,-5,Cc1ccccc1NC(=O)Cc1nc(COC(=O)c2ccc([N+](=O)[O-])cc2)cs1,-1,-0.3,-5
-5,1.0,1,5,-1,0,14,Brc1ccc(N=C(c2ccccc2)c2ccncc2)cc1,1,-0.6,1
0,-2.9,3,-2,-9,5,25,CN(c1ccccc1)S(=O)(=O)c1ccc(C(=O)NCCc2ccccc2)cc1,4,-3.5,-5
2,1.8,-4,1,4,-2,2,Oc1[nH]c2ccccc2c1OCc1ccncc1,·,-0.4,-6
-3,0.9,1,-4,-8,-10,-8,CC(=O)c1ccc(-c2cccc(-c3cc(=O)oc4ccc(C(C)(C)C)cc34)c2)cc1,-1,-0.9,-2
-1,-0.2,-7,-4,-2,1,6,CN(CC(=O)Nc1ccccc1)CC(=O)Nc1ccc(F)cc1,0,0.5,-3
-1,-0.2,-1,-2,4,-1,5,O=S(=O)(NCc1ccccc1)NCc1ccccc1F,-2,-1.9,·
3,-7.1,-1,2,7,1,17,O=C(O)c1ccc2ncsc2c1,-5,0.0,-1
2,-1.9,-1,-3,1,-9,-3,COc1ccc(C2/C(=C(\O)c3cccc(OC)c3)C(=O)C(=O)N2c2ccccn2)cc1 (stereo unspecified),-1,-1.3,12
2,-1.0,0,1,-16,-7,6,Fc1ccc(C(CNC(=S)NC2CCCCC2)N2CCOCC2)cc1 (stereo unspecified),4,-1.8,5
1,-0.8,4,-2,7,1,1,O=C(O)c1csc(-c2cccc(Cl)c2)n1,3,-0.2,-5
-1,-2.2,-6,-1,5,-4,-39,C=C1C(=O)[C@@]23[C@H](O)C[C@@H]4C(C)(C)CC[C@H](O)[C@]4(C)[C@@H]2C[C@H](O)[C@@H]1[C@H]3O,2,1.0,7
2,0.9,-2,-2,0,-5,13,Cc1csc(-c2cnn(-c3ccccc3)c2NC(=O)c2ccc(C(F)(F)F)cc2)n1,·,-0.8,-4
6,1.0,0,-1,-3,-5,13,CN1CCC(OC(=O)Cc2ccc(Cl)cc2)CC1,11,-1.0,-14
1,-0.1,0,·,1,1,-2,COc1ccc(NC(=O)CSc2nnc(C3CC3)n2N)cc1,·,0.0,-14
0,1.2,6,-2,-4,-5,16,O=S(=O)(Cc1ccccc1Cl)NCCc1ccccc1,0,0.0,13
1,-5.2,-6,·,-2,-1,36,O=C(O)c1cccc(N/N=C/C2=C(Cl)c3cc(Cl)ccc3SC2)c1,40*,-0.3,-10
0,-1.0,4,-3,-5,-1,-4,CCC(CC)NC(=O)c1cc([N+](=O)[O-])ccc1N1CCOCC1,-2,0.0,12
-3,1.8,0,0,-4,-9,3,CCOc1ccc(C(=O)NC(=S)Nc2cccc(S(=O)(=O)NC3=NCCC3)c2)cc1,-8,-2.8,0
0,2.6,4,1,-3,3,-10,COc1ccc(NC2=Nc3ccccc3N[C@@]23C[C@H]2CCCC(=O)N4CC[C@@H](C3)[C@@H]24)cc1,10,-1.1,10
-3,-1.2,-6,-4,-6,5,-10,CC(Oc1ccc(F)cc1)C(=O)Oc1ccc(N(C)S(=O)(=O)c2ccccc2)cc1 (stereo unspecified),-3,-2.3,?
0,2.7,0,0,3,3,-1,CCc1cc2cccc(C)c2nc1SCC(=O)Nc1nonc1C,0,-2.0,1
-1,0.8,12,-5,-3,8,-9,O=[N+]([O-])c1ccc(O)c(CNCc2ccccc2)c1,-7,-0.2,-5
0,-3.7,-1,·,-10,-1,·,COc1cc(C(=O)Nc2cccc(C(C)=O)c2)cc(OC)c1OC,-1,0.3,-8
7,-1.5,3,-5,-5,-7,3,CN(CC(=O)Nc1cccc(F)c1)CC(=O)Nc1cccc(S(N)(=O)=O)c1,-3,-2.9,1
2,-4.6,5,-3,-11,-1,12,CCc1cc(C(=O)N2CCN(c3ncccn3)CC2)sc1C,-3,-1.4,-6
0,-4.4,-2,-4,0,-4,-9,COc1ccccc1NC(=O)c1ccccc1-c1ccccc1C(=O)O,-4,-3.9,-1
1,0.7,11,-2,3,-2,26,CCCCC(=O)Nc1ccc(Br)cn1,10,-0.8,3
1,0.2,-1,-10,-3,5,5,O=C(COC(=O)COc1ccc(Br)cc1)NCc1ccccc1,-2,-0.2,-7
1,1.5,-3,·,5,-4,-4,COc1cccc(Nc2nc(C)cc(C)c2C(N)=O)c1,0,1.3,-11
5,-0.9,4,-1,-7,17,17,CC(C)C(=O)Nc1ccc2oc(=O)ccc2c1,-1,-0.2,14
5,0.9,-1,-1,-11,2,-15,O=C(N1CCN(c2ccccc2F)CC1)C1(c2cccs2)CCOCC1,·,-0.6,6
0,-0.8,-2,-2,-8,-4,-6,COc1ccc(/C=C/C(=O)NC(=S)N2CCN(c3ccccn3)CC2)cc1OC,-1,-1.9,1
2,1.4,3,·,-9,-4,0,CCn1c(SCC(=O)N2CCN(c3ccccc3)CC2)nnc1-c1cc2cc(Cl)ccc2o1,·,-1.2,-1
0,-0.1,1,4,-5,0,2,CNC(=O)c1ccccc1NC(=O)c1cccc(S(=O)(=O)N2CCCCC2)c1,-3,1.1,25
-3,14,-25,-6,-6,10,1,CCc1noc(C)c1C(=O)OCC(=O)NCc1ccc(Cl)cc1,4,-0.1,10
-1,-0.6,-2,48*,-2,0,1,CCn1cc(C(=O)NC2CCCCCC2)c2cc(OC)c(OC)cc2c1=O,·,-0.8,3
0,-2.1,1,-3,0,-6,-16,O=C(C1CCCO1)N1CCN(C(c2ccccc2)c2ccccc2)CC1 (stereo unspecified),·,-0.9,1
3,-1.3,8,1,0,-12,-4,CCOC(=O)C1=C(CN2CCCCCC2)NC(=O)NC1c1cccc([N+](=O)[O-])c1 (stereo unspecified),-2,-0.4,-1
-1,-0.4,3,-3,-12,15,-8,COc1ccc(C2C3=C(N=C4SCC(=O)N42)c2ccccc2CC3)cc1OC (stereo unspecified),0,-1.6,-16
-1,0.0,-3,-2,-4,1,-10,COc1ccc(CC(=O)Nc2ccccc2-c2ccccc2)cc1OC,-3,-3.5,-4
-5,1.7,1,-1,2,-5,12,O=C(NCc1ncc(C(F)(F)F)cc1Cl)Nc1ccccc1,2,-0.6,0
-2,1.1,3,-4,4,0,2,COc1ccc(N=C2S/C(=C\c3ccc(C)o3)C(=O)N2CC(C)C)cc1,·,-0.9,-7
0,6.0,3,2,-5,11,-15,Cc1ccsc1/C=C/c1ccc2ccccc2n1,-2,·,6

(more compounds)
V-ATPase pHluor,CDK5 p35 inh,RTF Ca sens act,CAL PDZ FP-2,dFosB act,Tat export inh,MITF TRPM1 HTS,canonical_smiles,Wnt bcat act,CAL PDZ FP-1,Rtt109 HAT inh
-1,0.6,9,-8,0,3,·,CN(C)c1ccc(P(=O)(OCc2ccccc2)C(O)c2ccccc2F)cc1 (stereo unspecified),0,-0.8,4
2,-3.8,-2,-5,-2,-10,22,COc1ccc(Cl)cc1NC(=S)N1CCN(S(C)(=O)=O)CC1,6,-0.2,-1
-1,-0.3,1,1,-9,-7,·,CC(=O)NC(c1ccc2ccccc2c1)c1ccc2cccnc2c1O (stereo unspecified),0,-1.8,-9
-2,-0.9,-2,14,2,-7,-4,COc1ccc(/C=C/C(=O)OCC(=O)NCCNC(=O)COC(=O)/C=C/c2ccc(OC)cc2)cc1,-1,-0.7,-4
-3,-1.0,-5,4,-2,3,4,NS(=O)(=O)c1ccc(N/C=C\C(=O)c2ccc3ccccc3c2)cc1,-1,-1.0,3
-2,0.2,-3,-3,-4,8,7,CCN(CC)C(=O)C1CCCN(Cc2ccc(OC)c(C)c2)C1 (stereo unspecified),-2,-0.2,3
1,-1.4,0,-2,-5,-15,0,Brc1ccc(N=Cc2ccccn2)cc1,·,-0.2,6
0,1.0,0,-4,-4,-5,-3,O=C(Cc1nc2ccccc2[nH]1)NCc1ccco1,·,·,4

Assay outcomes: PubChem, several laboratories

Rows were taken by chance; about 4.1% have a hit in one of these screens.
